Source: PubChem BioAssay (National Center for Advancing Translational Sciences (NCATS))
D2 agonist = HTS Assay for Allosteric Agonists of the Human D2 Dopamine Receptor: Primary Screen for Agonists; HEK293 T-REx D2 cells, calcium flux agonist mode; D(2) dopamine receptor (Homo sapiens), P14416; 340,000 compounds, 0.53% hits; activation, % at 2 µM;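 active means activation over 3 SD above normal in the single-dose calcium agonist read, cut at about 30% in these data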; further: 0% is about no effect
Target sequence (P14416 whole entry, looked up): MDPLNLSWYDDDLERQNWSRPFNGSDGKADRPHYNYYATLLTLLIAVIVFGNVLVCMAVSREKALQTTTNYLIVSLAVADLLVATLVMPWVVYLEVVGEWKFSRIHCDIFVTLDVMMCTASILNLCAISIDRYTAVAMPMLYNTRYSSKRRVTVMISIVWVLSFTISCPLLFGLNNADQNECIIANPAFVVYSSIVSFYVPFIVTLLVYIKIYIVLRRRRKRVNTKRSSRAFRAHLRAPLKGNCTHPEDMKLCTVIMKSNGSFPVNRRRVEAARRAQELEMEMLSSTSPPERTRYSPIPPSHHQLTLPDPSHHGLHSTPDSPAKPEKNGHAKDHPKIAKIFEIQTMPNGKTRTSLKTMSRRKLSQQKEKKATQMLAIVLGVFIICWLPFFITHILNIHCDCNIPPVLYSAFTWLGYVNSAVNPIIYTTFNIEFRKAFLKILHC
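Calcium-flux readout, 1 cycle/sec over 180 s following compound pin transfer, in inducible HEK293 Trex D2 cells (force-coupled); dopamine controls included. Positive calcium responses during this window marked compounds as potential agonists.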
TRHR ag = qHTS for Small Molecule Agonists and Allosteric Enhancers of Human TRH Receptor: Primary Screen for Agonists; Thyrotropin-releasing hormone receptor (Homo sapiens), P34981; TRHR cells, calcium flux fluo-8, FDSS agonist mode; activation, % at 2 µM; 360,000 compounds, 0.18% hits; AID 493084, 2011; in the data active means activation above about 30%; further: 0% is about no effect
Target sequence (P34981 whole entry, looked up): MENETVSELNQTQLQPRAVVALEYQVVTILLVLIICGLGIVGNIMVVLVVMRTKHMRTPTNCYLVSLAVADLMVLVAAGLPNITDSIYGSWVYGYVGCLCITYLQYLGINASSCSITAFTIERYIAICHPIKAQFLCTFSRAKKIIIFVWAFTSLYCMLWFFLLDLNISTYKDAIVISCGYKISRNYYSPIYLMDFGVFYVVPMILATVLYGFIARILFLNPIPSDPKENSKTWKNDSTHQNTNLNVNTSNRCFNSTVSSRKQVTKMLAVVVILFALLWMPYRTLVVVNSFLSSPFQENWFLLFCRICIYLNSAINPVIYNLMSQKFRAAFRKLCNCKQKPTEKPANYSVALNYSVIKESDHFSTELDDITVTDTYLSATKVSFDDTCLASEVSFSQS
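TRHR-expressing cells loaded with fluo-8 calcium dye; 23 nL library compound pin-transferred, kinetic FDSS fluorescence (Ex 480/Em 530) recorded about 180 s for agonist-induced calcium release, before a 10 nM TRH EC20 addition for potentiator mode.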
mIDH1 inhibitor = qHTS for Inhibitors of mutant isocitrate dehydrogenase 1 (IDH1): qHTS | AID 602179, 2012 | Isocitrate dehydrogenase [NADP] cytoplasmic (Homo sapiens), O75874 | 390,000 compounds, 0.093% hits | Potency, µM (top dose mostly 76.6 µM), for inactives: top-dose activity change, negative = inhibition, hits mostly inhibitors | IDH1-R132H enzyme, NADPH consumption, diaphorase/resazurin fluorescence; further: potency means the concentration at half of the fitted maximal effect; on the % scale 0 is the no-effect control and ±100 the full control effect; nearly all actives have a fitted effect of over 65% in size
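IDH1-R132H (0.5 ug/mL) preincubated 30 min with compound, then NADPH (0.016 mM) and alpha-KG (2 mM) added; 80 min at RT, pH 7.5. Remaining NADPH coupled via diaphorase/resazurin to fluorescence (540/590 nm); concentration-response curves normalized to no-enzyme control.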
TrxR1 substrate = qHTS Assay for Substrates of Mammalian Selenoprotein Thioredoxin Reductase 1 (TrxR1): qHTS. 390,000 compounds, 0.01% hits. Potency, µM (highest dose often 114 µM), for inactives: at the top dose activity change, negative = substrate turnover. purified TrxR1 substrate turnover, NADPH consumption readout. AID 588456, 2011; further: potency means the concentration at half of the fitted maximal effect; on the % scale 0 is the no-effect control and ±100 the full control effect; nearly all actives have a fitted effect of over 50% in size
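Rat TrxR1, dispensed at 90 nM, was prereduced with 400 uM NADPH (final) for 5 min at ~22 deg C, then incubated with compound 15 min before 400 uM selenite. A first-read NADPH fluorescence drop versus no-compound background flagged substrates.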
USP1 inh = Inhibitors of USP1/UAF1: Primary Screen; recombinant USP1/UAF1, Ub-Rhodamine cleavage fluorescence; Potency, µM (titrated, usually from 57.1 µM), for the others: at the highest dose activity change, negative = inhibition, actives largely listed as inhibitors; 390,000 compounds, 0.23% hits; AID 743255, 2014; further: potency means the concentration at half of the fitted maximal effect; on the % scale 0 is the no-effect control and ±100 the full control effect; nearly all actives have a fitted effect of over 60% in size; inactives centre near -12
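In this screen, compounds sit with the deubiquitinase complex (1nM) for 15 min at room temperature before Ub-Rho is added at 150nM final. Fluorescence rise is then followed for 6 reads every 60 seconds.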
PI4K2A block = qHTS for small molecular inhibitors of PI4K2A; 420,000 compounds, 0.13% hits; AID 1346378, 2018; activity change, negative = inhibition, % at 76.9 µM; purified PI4K2A, ADP-Glo luminescence, 1 h; hits give low values; in the data active means activity change below about -50%; inconclusive means mostly about -30% to -49%;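 further: -100% = wells without enzyme as full effect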
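ADP-Glo luminescence measured ADP generated by PI4K2A enzyme (4 ug/mL before mixing) with 1.2 mM PI substrate (pre-mix) and 300 microM ATP (pre-mix). Tris pH7.5 buffer with MgCl2, Triton X-100; 1 h reaction at ambient temperature.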
rTrxR1 inhibitor = qHTS Assay for Inhibitors of Mammalian Selenoprotein Thioredoxin Reductase 1 (TrxR1): qHTS; Thioredoxin reductase 1, cytoplasmic (Rattus norvegicus), O89049; recombinant rTrxR1, NADPH fluorescence consumption, selenite substrate; Potency, µM (highest dose often 114 µM), inactives show at the top dose activity change, negative = inhibition, usual class: inhibitors; 390,000 compounds, 1% hits; further: potency means the concentration at half of the fitted maximal effect; on the % scale 0 is the no-effect control and ±100 the full control effect; nearly all actives have a fitted effect of over 65% in size
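Rat TrxR1 (90 nM in the dispensed reagent) was pre-reduced with 400 uM NADPH for 5 min at room temperature, then incubated with compound for 15 min. After 400 uM selenite was added, NADPH fluorescence (Ex 340/Em 450 nm) was followed for 8 min.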
D2 antagonist = HTS Assay for Allosteric Antagonists of the Human D2 Dopamine Receptor: Primary Screen for Antagonists; HEK293 TREx D2 cells, calcium flux, dopamine EC80; inhibition, % at 10 µM; D(2) dopamine receptor (Homo sapiens), P14416; 340,000 compounds, 2% hits; in the data active means inhibition above about 30%; further: 0% is about no effect
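Calcium flux kinetic readout in an inducible HEK293 TREx D2 line plated overnight at 30 C. After 180 s compound exposure, an EC80 dopamine challenge follows with another 180 s kinetic read to detect antagonism.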
TRHR enhancer = qHTS for Small Molecule Agonists and Allosteric Enhancers of Human TRH Receptor: Primary Screen for Enhancers; Thyrotropin-releasing hormone receptor (Homo sapiens), P34981; TRHR cells, fluo-8 calcium fluorescence, EC20 TRH enhancement; enhancement, % at 2 µM; 360,000 compounds, 0.66% hits; AID 493056, 2011; in the data active means enhancement above about 30%; further: 0% is about no effect
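TRHR-expressing cells loaded with fluo-8 calcium dye were read kinetically (ex 480/em 530) during compound addition, then stimulated with an EC20 of TRH (10 nM final). Enhancement of the Gq-mediated intracellular calcium response was scored.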
An asterisk follows results filed as active; ? = inconclusive; / = no result given; [ ] = another dose, or the depositor's remark. Unless noted, the call rests on the fitted dose curve; in most records, active means well fitted inhibition curve with a large enough effect; inconclusive means small, poorly fitted or top-dose-only effect; inactive means no such curve, though single readings can be large or run the other way.

SMILES	D2 agonist	TRHR ag	mIDH1 inhibitor	TrxR1 substrate	USP1 inh	PI4K2A block	rTrxR1 inhibitor	D2 antagonist	TRHR enhancer
CC(=O)Nc1ccc2c(c1)nc1n2CCN(C2CCCCC2)C1	-0.3	0.0	3%	31%[activator][57.1 µM]	-11%	5	-5%[57.1 µM]	-6	17
O=C(N=C1SC2CS(=O)(=O)CC2N1c1ccccc1C(F)(F)F)C1CCCO1 (stereo unspecified)	0.8	0.3	0%	11%	-5%	-1	4%	-6	-8
Cc1ccc(CNC(=O)C(=O)NCC2CCCO2)cc1 (stereo unspecified)	-0.1	-0.3	10%	-4%[57.1 µM]	-16%	0	8%[57.1 µM]	-5	2
Cc1ccc(O)c(C2=Nc3ccccc3N=C(c3ccc([N+](=O)[O-])cc3)C2)c1	1.5	0.4	-2%	-8%	3%	0	-4%	-4	0
COc1ccc(NS(=O)(=O)c2cccc(C(=O)NNC(=O)CNC(=O)c3ccccc3F)c2)cc1	-1.6	1.0	1%	2%	-12%	1	12%	-1	3
O=C(Cc1ccc(F)cc1)OCC(=O)c1cc2ccccc2o1	-0.7	-1.1	0%	-13%	5%	-6	-10%	-9	2
O=C(Cc1ccccc1[N+](=O)[O-])NCCc1ccc(F)cc1	0.7	-1.3	-2%	-4%	-16%	0	10%	-29	4
COCC(C)n1c(SCC(=O)NC2CCCCC2C)nc2ccccc2c1=O (stereo unspecified)	/	/	0%	3%[57.1 µM]	2%	-1	-6%[57.1 µM]	/	/
Cc1cc(C)c(NC(=O)CN2C(=O)c3cccnc3Oc3ccc(Cl)cc32)c(C)c1	0.1	-0.5	-9%	2%	0%	-3	12%	/	11
COc1ccccc1CC(=O)Nc1ccc([N+](=O)[O-])cc1O	1.2	0.7	-1%	-3%	-2%	-2	12%	-3	0
CCc1nnc(SCC(=O)Nc2ccccc2)n1CC1CCCO1 (stereo unspecified)	-0.1	0.7	2%	-14%	-2%	-8	-14%	12	-2
COc1cccc(C2C3=C(N=C4SCC(=O)N42)c2ccccc2CC3)c1OC (stereo unspecified)	3.1	-1.3	8%	3%	-18%	-17	-11%	-10	14
c1ccc(-c2nnc(NC3=NCCC3)o2)cc1	1.5	0.5	23%	-7%	1%	-6	7%[57.1 µM]	7	0
Cc1ccc(Cl)cc1NC(=O)C(C)n1nnc2sc3c(c2c1=O)CCCC3 (stereo unspecified)	-0.6	-0.8	/	-3%	11%	1	14%	/	-6
CCCCS(=O)(=O)N1CCN(S(=O)(=O)c2cccs2)CC1	5.1	0.0	3%	11%	-17%	1	22%	3	6
COC(=O)c1scc(-c2ccc(C)cc2)c1S(=O)(=O)N1CCN(c2ccc(OC)cc2)CC1	0.1	0.3	-24%	-7%[57.1 µM]	-14%	1	3%[57.1 µM]	/	-3
COc1ccc(CN(C)C(=O)c2ccc(NC(=O)CC3SC(N4CCCC4)=NC3=O)cc2)c(OC)c1OC (stereo unspecified)	0.3	0.1	1%	-7%	-17%	4	-7%	1	5
CC1(C)Cc2ccccc2-c2nnc(SCC(=O)Nc3ccc4c(c3)OCO4)n21	-2.1	-0.3	2%	-6%	-1%	0	-10%	17	8
CCc1nnc(NC(=O)C(C)N2C(=O)C3C4C=CC(C4)C3C2=O)s1 (stereo unspecified)	0.6	0.4	0%	-5%[57.1 µM]	1%	-4	3%[57.1 µM]	33*	7
CN(CC(=O)NCc1ccncc1)S(=O)(=O)c1ccc(Br)cc1	0.2	-0.6	9%	-6%	-15%	0	-1%	6	-1
COc1cc(-c2noc(CCCC(=O)NC3CCCCC3)n2)cc(OC)c1OC	-0.9	-0.4	0%	2%[11.4 µM]	-7%	2	-13%[11.4 µM]	5	1
CN1C(=O)C2(OCCCO2)c2ccccc21	3.9	0.1	0%	4%	-14%	3	31%	-8	0
O=C(CN1C(=O)COc2ccc(S(=O)(=O)N3CCCCCC3)cc21)NCCc1ccccc1	-1.0	0.0	-10%	0%	-8%	-1	18%	/	5
O=C(CCn1cnc2onc(-c3ccc(F)cc3)c2c1=O)Nc1ccc(F)c(Cl)c1	0.6	1.8	/	-4%	-24%	3	30%	/	15
CN(Cc1ccccn1)Cc1nc(COc2ccccc2)no1	0.1	0.6	0%	0%	-14%	-3	-4%	-14	1
CC(C)c1ccc2occ(CC(=O)N(Cc3ccc(F)cc3)C3CCS(=O)(=O)C3)c2c1 (stereo unspecified)	5.3	1.5	22%	-7%	?	-5	11%	/	-2
Cc1ccc2c(c1)c1c3n2CCN(C(=O)C2CC2)C3CCC1 (stereo unspecified)	-0.2	1.0	-3%	7%	-21%	1	-15%	-1	14
CCC(C)[C@H](NC(=O)N1CCCC1)C(=O)OC (stereo partly specified)	0.0	-0.6	-5%	5%[57.1 µM]	-2%	5	11%[57.1 µM]	-3	11
COc1c2ccoc2cc2oc(C)cc(=O)c12	/	/	12%	9%	-16%	-4	10%	/	/
O=S1(=O)c2ccc(Br)cc2N2CCC[C@@H]2CN1C1CC1	/	/	5%	-2%	-15%	2	10%	/	/
COc1ccccc1NC(=O)CSc1nnc2ccc(-c3cccnc3)nn12	-0.6	-0.2	6%	-2%	-15%	-16	7%	-8	-2
CCN1CCN(c2cc(C)c3cc(NC(=O)c4ccc(Br)o4)ccc3n2)CC1	-0.1	-0.6	16%	0%[57.1 µM]	-15%	-4	16%[57.1 µM]	-27	-1
COc1ccc(C(=O)OCC(=O)Nc2cccc(C(C)=O)c2)cc1OC	-0.1	-0.6	8%	13%	-13%	0	34%	113*	-2
Cc1cccc(N2CCN(S(=O)(=O)c3ccc4[nH]c(=O)ccc4c3)CC2)c1C	-0.1	-0.4	-13%	-1%[57.1 µM]	-9%	-3	11%[57.1 µM]	3	-1
O=C(c1ccco1)N1CCN(C(=O)c2ccccc2[N+](=O)[O-])CC1	6.8	-0.2	-5%	-4%	-15%	0	-7%	10	-9
Cn1c(=O)c2c(SCC(=O)Nc3ccc4c(c3)OCCO4)nc(CC(C)(C)C)nc2n(C)c1=O	-1.0	-0.4	3%	0%[57.1 µM]	-4%	-6	7%[57.1 µM]	-11	-5
O=C(NCc1ccc2c(c1)OCO2)C1CCC(CNS(=O)(=O)c2cccc3nsnc23)CC1 (stereo unspecified)	-0.8	-0.1	-7%	2%	-24%	-1	7%	35*	3
NC(=O)c1ccsc1NC(=O)CN1C(=O)NC2(CCCCC2)C1=O	0.4	0.4	0%	0%	-7%	24	10%	-4	5
CC(=O)OC1CC(C)(C)N(OC(=O)c2ccc(N)cc2)C(C)(C)C1	0.2	0.6	8%	-7%	-2%	-4	1%	-2	-4
C=CCNC(=O)COC(=O)/C=C/c1cccs1	3.9	0.3	3%	-2%[57.1 µM]	-12%	-2	7%[57.1 µM]	15	-6
CC(CCc1ccccc1)NC(=O)c1ccc(C(=O)NC(C)CCc2ccccc2)cc1 (stereo unspecified)	0.0	0.4	-6%	2%	-13%	11	16%	-3	-9
O=C(Nc1cccc(S(=O)(=O)N2CCOCC2)c1)c1ccc(N2CCCC2=O)cc1	0.8	0.6	7%	-4%	-7%	2	-5%	11	9
CCOC(=O)/C(C#N)=C/c1c(N2CCCCCC2)nc2ccccn2c1=O	1.9	1.5	9%	-11%	-2%	4	-5%	-2	-8
Cc1cc(=O)oc(C)c1C(=O)NCC(C)C	0.7	1.6	3%	0%	-23%	0	1%	10	-1
CCC(C)[C@@H](C(=O)N1CCNCC1)n1cc(CCCN=C(N)N)nn1 (stereo partly specified)	-0.3	0.3	3%	8%[57.1 µM]	-22%	-3	9%[57.1 µM]	10	-7
O=C(CCCC(=O)NC1CCCCC1)Nc1ccc([N+](=O)[O-])cc1	0.2	0.1	-1%	1%	8%	-2	36%[2.29 µM]	0	-6
COc1ccc(CC(=O)N2CCCc3ccccc32)cc1	-0.8	-0.3	4%	7%[57.1 µM]	-18%	-5	18%[57.1 µM]	11	-1
COc1ccc(-c2cc(C(=O)NCC3CCCO3)c3ccccc3n2)c(OC)c1 (stereo unspecified)	-1.7	-2.0	9%	-1%	?	-3	8%	-17	2
Cc1ccc(CSCC(=O)N(C)CC(=O)Nc2ccc(C)cc2)cc1	-0.1	-0.2	-3%	-7%	-12%	21	9%	-16	-6
NC(=O)CSCc1ccc(Br)cc1	0.7	0.0	-3%	4%	1%	9	17%	8	-6

An excerpt of these results, with two lines to a compound:
Each structure is followed by: D2 agonist | TRHR ag | mIDH1 inhibitor | TrxR1 substrate | USP1 inh | PI4K2A block | rTrxR1 inhibitor | D2 antagonist | TRHR enhancer
> O=C(CCCC(=O)NC1CCCCC1)Nc1ccc([N+](=O)[O-])cc1
  0.2 | 0.1 | -1% | 1% | 8% | -2 | 36%[2.29 µM] | 0 | -6
> COc1ccc(CC(=O)N2CCCc3ccccc32)cc1
  -0.8 | -0.3 | 4% | 7%[57.1 µM] | -18% | -5 | 18%[57.1 µM] | 11 | -1
